CHO-K1 Ca PAM: nonselective activator or artifact in parental CHO-K1 calcium assay; activation, % at 3 µM; ATP EC20, Fluo-8 calcium fluorescence; 0% at ATP EC20, 100% at ATP max; AID 602247; 0.02% of 360,000 active;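 active = activation above the run cutoff, the mean activation of all test compounds plus 3 SD, cut at about 40% in these data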;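 note: peak over basal fluorescence ratio in a 140 s read after ATP addition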
M1 ag parental: M1 agonist counterscreen hit in parental CHO-K1 cells | Fluo-8 calcium fluorescence; scaled to maximal ATP response, vehicle zero | AID 602248 | activation, % at 3 µM | 0.48% of 360,000 active; in the data active = activation above about 15%;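 note: untransfected CHO-K1 host cells lacking M1 receptor as counterscreen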
V1R ag counter: V1a receptor agonism, counter-screen for OXTR agonists; CHO-V1R cells, Fluo-8 calcium fluorescence, agonist mode; 0% DMSO, 100% 3 nM vasopressin; activation, % at 3 µM; 0.25% of 320,000 active; AID 2797;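 active = activation above the mean activation of all tested compounds plus 3 SD, per screening run, cut at about 20% in these data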;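 note: signal is peak over basal fluorescence ratio across a 100 second FLIPR read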
Target sequence (P37288 whole entry, looked up): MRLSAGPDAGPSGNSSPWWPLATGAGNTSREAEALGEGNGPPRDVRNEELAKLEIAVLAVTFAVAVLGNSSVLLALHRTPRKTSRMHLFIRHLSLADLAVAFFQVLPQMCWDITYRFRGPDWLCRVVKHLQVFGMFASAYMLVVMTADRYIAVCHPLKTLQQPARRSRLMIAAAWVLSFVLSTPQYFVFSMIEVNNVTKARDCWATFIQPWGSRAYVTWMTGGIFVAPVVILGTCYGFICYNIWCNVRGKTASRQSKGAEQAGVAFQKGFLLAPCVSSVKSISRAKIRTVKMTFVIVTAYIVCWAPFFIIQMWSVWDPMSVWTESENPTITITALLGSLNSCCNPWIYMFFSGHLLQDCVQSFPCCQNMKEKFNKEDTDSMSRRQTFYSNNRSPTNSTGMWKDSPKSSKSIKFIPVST
GPR7 antag: antagonists of human GPR7 (neuropeptides B/W receptor 1). P48145. GPR7-expressing cells, fluorescence antagonist assay. inhibition, % at 4.4 µM. 1.1% of 290,000 active. AID 1861; in the data active = inhibition above about 16%, passing the limit was not always enough;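 note: cells stimulated with the agonist NPW; 0% = agonist with vehicle and 100% = vehicle without agonist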
CHO parental Ca: counter-screen: ATP calcium response change in parental CHO cells | parental CHO-K1, ATP-induced calcium, Fluo-8 fluorescence | inhibition, % at 5.6 µM | 0.63% of 330,000 active;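 active = inhibition above that plate's mean sample inhibition plus 3 SD, cut at about 26% in these data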;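 note: 0% = ATP-challenged DMSO wells and 100% = DMSO wells without ATP; some compounds past the cut are filed as inactive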
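Material – parental CHO cells · Reagent – ATP stimulus · Compound – single nominal dose of 5.6 µM per compound · Detection – Fluo-8 fluorescence · Read-out basis – percent inhibition of calcium signal · Controls – ATP-challenged DMSO wells low, unchallenged DMSO wells high · Repeats – no replicates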
OXTR potentiator: potentiates the human oxytocin receptor response; P30559; CHO-OTR cells, Fluo-8 calcium fluorescence, potentiator mode; 0% = oxytocin EC15, 100% = EC100; activation, % at 3 µM; 0.061% of 320,000 active; AID 2445;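 active = activation above that plate's cutoff, the mean activation of tested compounds plus 3 SD, cut at about 6.6% in these data, passing the limit was not always enough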;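 note: 100% uses oxytocin at 75 nM as the full agonist control; some results filed as inactive read as strong as hits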
Target sequence (P30559 whole entry, looked up): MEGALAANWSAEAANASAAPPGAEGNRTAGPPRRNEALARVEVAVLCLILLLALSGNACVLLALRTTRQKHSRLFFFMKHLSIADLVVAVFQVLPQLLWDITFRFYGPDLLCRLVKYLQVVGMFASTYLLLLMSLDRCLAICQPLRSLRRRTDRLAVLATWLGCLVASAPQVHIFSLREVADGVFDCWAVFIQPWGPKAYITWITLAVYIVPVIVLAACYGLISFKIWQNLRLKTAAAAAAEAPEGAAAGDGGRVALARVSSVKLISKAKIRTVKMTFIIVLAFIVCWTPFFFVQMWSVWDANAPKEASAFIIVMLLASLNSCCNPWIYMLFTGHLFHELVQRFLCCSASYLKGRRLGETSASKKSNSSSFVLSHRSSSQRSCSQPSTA
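Dosing: Single dose, 3.0 µM nominal final compound concentration | Material: Human OTR in CHO cells | Technique: Kinetic Fluo-8 calcium fluorescence | Benchmarks: EC15 oxytocin alone as 0%, 75 nM oxytocin as 100% | Probe or stimulus: Oxytocin at about EC15, sub-maximal agonist stimulus | Incubation: Compound 6 min at room temperature before oxytocin, 100 s read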
CHO-K1 Ca antag: M1 antagonist counterscreen hit in parental CHO-K1 cells. ATP-induced calcium, Fluo-8 fluorescence. inhibition, % at 3 µM. 0.6% of 360,000 active;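 active = inhibition above a per-plate cutoff, the plate's mean sample inhibition plus 3 SD, cut at about 24% in these data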;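 note: 0% = DMSO plus EC80 ATP and 100% = DMSO alone without ATP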
TAAR1 antagonist: human TAAR1 antagonism | Q96RJ0 | CHO RD-HGA16 TAAR1, Fluo-8 calcium fluorescence, antagonist | inhibition, % at 3 µM | 1.5% of 360,000 active | AID 624466;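 active = inhibition above a per-plate cutoff, the mean inhibition of test compounds on that plate plus 3 SD, cut at about 49% in these data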;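 note: 0% = DMSO plus EC80 beta-PEA response and 100% = DMSO alone without agonist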
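Assay system: RD-HGA16 CHO cells with stable hTAAR1 and Gα16 / Reagent: EC80 β-phenethylamine stimulus / Doses: 3 µM, single point / Timing: dye loading 75 min at 37 °C, then 30 min room temperature / Measured by: Fluo-8 intracellular calcium dye fluorescence, real-time kinetic reads / Controls: vehicle wells and EC80 agonist wells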
OXTR ag: activates the human oxytocin receptor; activation, % at 3 µM; CHO-OTR cells, Fluo-8 calcium fluorescence; normalized: DMSO 0%, oxytocin 100%; 0.32% of 320,000 active;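 active = activation above the mean of all tested compounds plus 3 SD, cutoff set per screening run, cut at about 20% in these data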;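 note: peak over basal fluorescence ratio from a 100 s FLIPR kinetic read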
* hit, by the source's call.

Results for O=c1c2ccccc2nnn1Cc1nnc(-c2ccccc2Br)o1 ?
CHO-K1 Ca PAM: 18.5; M1 ag parental: 11.2; V1R ag counter: 18.7; GPR7 antag: -2.8; CHO parental Ca: -24.4; OXTR potentiator: -11.4; CHO-K1 Ca antag: -28.6; TAAR1 antagonist: -1.2; OXTR ag: 16.4

How did NC(=O)COc1ccc(C(=O)NCC2(N3CCOCC3)CCCCC2)cc1 do in these assays?
CHO-K1 Ca PAM: 7.1; M1 ag parental: 0.1; V1R ag counter: 0.1; CHO parental Ca: -12.4; OXTR potentiator: 0.1; CHO-K1 Ca antag: -13.3; TAAR1 antagonist: 4.1; OXTR ag: -0.2

What do the screens show for `COc1ccc(C(CNC(=O)c2ccc(Cl)c(S(=O)(=O)N3CCCC3)c2)N2CCCC2)cc1` (stereo unspecified)?
CHO-K1 Ca PAM: 6.7; M1 ag parental: 0.2; V1R ag counter: 1.8; CHO parental Ca: -14.0; OXTR potentiator: -1.5; CHO-K1 Ca antag: -11.9; TAAR1 antagonist: -5.3; OXTR ag: 2.8

How did CCOc1cccc(C=NNc2ccc(S(=O)(=O)Nc3ccccc3C(=O)O)cc2[N+](=O)[O-])c1O do in these assays?
CHO-K1 Ca PAM: 14.1; M1 ag parental: 0.4; V1R ag counter: 1.1; CHO parental Ca: -8.9; OXTR potentiator: -5.1; CHO-K1 Ca antag: -9.4; TAAR1 antagonist: 4.7; OXTR ag: 1.6

Results for CCCCn1c(=O)[nH]c(=O)c2c1nc(-c1ccc(C#N)cc1)n2C1CCCC1 ?
CHO-K1 Ca PAM: -3.4; M1 ag parental: 0.4; V1R ag counter: -0.1; GPR7 antag: -17.8; CHO parental Ca: 2.8; OXTR potentiator: -6.2; CHO-K1 Ca antag: 15.0; TAAR1 antagonist: 7.7; OXTR ag: -1.3

How did COc1ccccc1CC(=O)Nc1cc(OC)c(NC(=O)c2ccccc2)cc1OC do in these assays?
CHO-K1 Ca PAM: -10.2; M1 ag parental: 1.4; V1R ag counter: -0.8; GPR7 antag: -6.0; CHO parental Ca: -11.4; OXTR potentiator: -10.1; CHO-K1 Ca antag: 1.7; TAAR1 antagonist: -8.0; OXTR ag: -1.3

How did c1ccc2nc3ccccc3nc2c1 do in these assays?
CHO-K1 Ca PAM: -5.3; M1 ag parental: 0.4; V1R ag counter: 0.5; GPR7 antag: -2.2; CHO parental Ca: 1.1; OXTR potentiator: -1.6; CHO-K1 Ca antag: 7.5; TAAR1 antagonist: -8.5; OXTR ag: 0.2

How did CCN(CC)CCCC(C)n1c(C)cc(C(=O)NS(=O)(=O)c2ccc(C)cc2)c1C (stereo unspecified) do in these assays?
CHO-K1 Ca PAM: 25.2; M1 ag parental: 0.9; CHO-K1 Ca antag: -13.7; TAAR1 antagonist: -5.5

What do the screens show for `O=S(=O)(c1ccc(Cl)nc1)N1CCCCC1`?
CHO-K1 Ca PAM: 2.1; M1 ag parental: 0.2; V1R ag counter: -0.3; GPR7 antag: -8.7; CHO parental Ca: -1.7; OXTR potentiator: 1.0; CHO-K1 Ca antag: -14.4; TAAR1 antagonist: 2.7; OXTR ag: 0.1

What do the screens show for `CN(C)/C=C/C(=O)c1ccc([N+](=O)[O-])c(CS(=O)(=O)c2ccccc2)c1`?
CHO-K1 Ca PAM: 12.9; M1 ag parental: 5.1; V1R ag counter: -0.3; GPR7 antag: 2.0; CHO parental Ca: -1.4; OXTR potentiator: -9.2; CHO-K1 Ca antag: -13.6; TAAR1 antagonist: -24.3; OXTR ag: -0.6

Results for CCN(CC)CCN1C(=O)C(=O)/C(=C(/O)c2ccncc2)C1c1ccccc1 (stereo unspecified) ?
CHO-K1 Ca PAM: 15.7; M1 ag parental: 0.3; V1R ag counter: 4.8; GPR7 antag: -8.8; CHO parental Ca: -5.1; OXTR potentiator: -5.7; CHO-K1 Ca antag: -4.2; TAAR1 antagonist: -13.8; OXTR ag: 0.3

How did O=C(O)c1ccc(S(=O)(=O)NC2CCCCCC2)cc1 do in these assays?
CHO-K1 Ca PAM: -6.0; M1 ag parental: 0.2; V1R ag counter: 0.3; GPR7 antag: 7.0; CHO parental Ca: -6.9; OXTR potentiator: -6.7; CHO-K1 Ca antag: -4.3; TAAR1 antagonist: -5.4; OXTR ag: 0.7

How did Cc1cccc(OCC(=O)Nc2ccc3c(c2)OCCO3)c1 do in these assays?
CHO-K1 Ca PAM: 12.9; M1 ag parental: 1.6; V1R ag counter: 0.9; GPR7 antag: 2.5; CHO parental Ca: -0.1; OXTR potentiator: -5.2; CHO-K1 Ca antag: -0.9; TAAR1 antagonist: -2.5; OXTR ag: 0.5

What do the screens show for `O=C(COc1ccc(F)cc1Cl)N1CCN(C(=O)c2cccs2)CC1`?
CHO-K1 Ca PAM: 0.4; M1 ag parental: 0.6; V1R ag counter: 1.0; CHO parental Ca: -5.7; OXTR potentiator: -9.8; CHO-K1 Ca antag: -10.2; TAAR1 antagonist: -7.6; OXTR ag: 1.6

How did CC(C)=CCC[C@](C)(O)C1CC[C@]2(C)C1C(O)CC1[C@@]3(C)CCC(O)C(C)(C)C3C(O[C@@H]3OC(CO)C(O)C(O)C3O[C@@H]3OC(C)C(O)C(O)C3O)C[C@]12C (stereo partly specified) do in these assays?
CHO-K1 Ca PAM: -20.8; M1 ag parental: -0.4; V1R ag counter: 0.5; CHO parental Ca: 3.4; OXTR potentiator: -4.0; CHO-K1 Ca antag: -2.8; TAAR1 antagonist: 12.4; OXTR ag: 2.2

How did CCC(C)[C@H](NC(=O)NCCCn1ccnc1)C(=O)OC (stereo partly specified) do in these assays?
CHO-K1 Ca PAM: -10.6; M1 ag parental: -0.1; V1R ag counter: 0.1; GPR7 antag: -3.0; CHO parental Ca: -0.2; OXTR potentiator: -15.2; CHO-K1 Ca antag: 21.9; TAAR1 antagonist: 2.7; OXTR ag: 0.1

Results for CCOc1cccc(C(=O)Nc2cccc(-c3nnc(-c4ccccc4)o3)c2)c1 ?
CHO-K1 Ca PAM: -7.3; M1 ag parental: 0.0; V1R ag counter: 0.9; GPR7 antag: -5.0; CHO parental Ca: -0.3; OXTR potentiator: -3.3; CHO-K1 Ca antag: -4.3; TAAR1 antagonist: 21.1; OXTR ag: -0.2

How did Cc1ccc2cc(CN(c3cccc(C)c3C)S(=O)(=O)c3ccccc3)c(=O)[nH]c2c1 do in these assays?
CHO-K1 Ca PAM: 4.5; M1 ag parental: 0.5; V1R ag counter: -0.3; GPR7 antag: -18.1; CHO parental Ca: -27.4; OXTR potentiator: -9.7; CHO-K1 Ca antag: -5.8; TAAR1 antagonist: -17.9; OXTR ag: -0.5

What do the screens show for `NS(=O)(=O)c1ccc(NC(=O)c2ccccc2Cl)cc1`?
CHO-K1 Ca PAM: 6.8; M1 ag parental: 0.4; V1R ag counter: -0.7; GPR7 antag: -11.4; CHO parental Ca: 1.8; OXTR potentiator: -13.7; CHO-K1 Ca antag: 0.6; TAAR1 antagonist: -0.9; OXTR ag: 0.3

Results for Cn1c(=O)oc2cc(S(=O)(=O)N3CCCC(C(=O)Nc4ccc5c(c4)OCCO5)C3)ccc21 (stereo unspecified) ?
CHO-K1 Ca PAM: 22.5; M1 ag parental: 2.2; V1R ag counter: 0.6; GPR7 antag: -7.8; CHO parental Ca: -5.0; OXTR potentiator: -4.3; CHO-K1 Ca antag: -3.8; TAAR1 antagonist: 24.4; OXTR ag: 0.4

Results for CC(C)CNC(=O)c1ccc2c(c1)C(=O)N(Cc1ccco1)C2=O ?
CHO-K1 Ca PAM: 6.1; M1 ag parental: 2.0; V1R ag counter: -1.0; GPR7 antag: -3.4; CHO parental Ca: -13.2; OXTR potentiator: -14.0; CHO-K1 Ca antag: -15.7; TAAR1 antagonist: -11.4; OXTR ag: 1.0

How did COc1ccccc1CCC(=O)NNC(=O)c1ccncc1 do in these assays?
CHO-K1 Ca PAM: -9.8; M1 ag parental: 0.4; V1R ag counter: -0.1; CHO parental Ca: -6.5; OXTR potentiator: -12.2; CHO-K1 Ca antag: 1.1; TAAR1 antagonist: -22.8; OXTR ag: 0.1

Results for CN(C)S(=O)(=O)c1cccc(NC(=O)CCNC(=O)Nc2ccccc2)c1 ?
CHO-K1 Ca PAM: 18.4; M1 ag parental: 0.1; V1R ag counter: 1.4; CHO parental Ca: -15.7; OXTR potentiator: -1.0; CHO-K1 Ca antag: -23.2; TAAR1 antagonist: 5.8; OXTR ag: 2.2

Results for CCOC(=O)c1ccc2[nH]c3c(c2c1)CCCCC3=O ?
CHO-K1 Ca PAM: 5.5; M1 ag parental: 1.3; V1R ag counter: -1.3; GPR7 antag: -9.7; CHO parental Ca: -9.2; OXTR potentiator: -9.4; CHO-K1 Ca antag: -3.4; TAAR1 antagonist: 14.6; OXTR ag: -1.9

Results for Cc1ccc(S(=O)(=O)N2[C@@H](c3ccc(C#N)cc3)C(C(=O)O)=C[C@H]2C(C)(C)C)cc1 ?
CHO-K1 Ca PAM: -13.6; M1 ag parental: 0.0; V1R ag counter: 0.2; CHO parental Ca: -11.2; OXTR potentiator: -2.7; CHO-K1 Ca antag: 3.9; TAAR1 antagonist: -3.6; OXTR ag: 1.3

How did CCOC(=O)C(N)CSC1CC(=O)N(CCc2ccccc2)C1=O (stereo unspecified) do in these assays?
CHO-K1 Ca PAM: 2.9; M1 ag parental: 0.3; V1R ag counter: 2.3; GPR7 antag: 11.3; CHO parental Ca: -10.9; OXTR potentiator: -2.7; CHO-K1 Ca antag: 4.1; TAAR1 antagonist: -5.7; OXTR ag: 1.1

Results for S=C1NC[C@H](Cc2ccccc2)N1CC1CCN(CCCCc2ccccc2)CC1 ?
CHO-K1 Ca PAM: 8.1; M1 ag parental: 1.6; CHO-K1 Ca antag: -13.4; TAAR1 antagonist: 2.9

How did CC(=O)Nc1cnc(-c2cccc(C(=O)N(C)C)c2)cn1 do in these assays?
CHO-K1 Ca PAM: 14.1; M1 ag parental: 0.2; CHO-K1 Ca antag: -6.0; TAAR1 antagonist: 5.4

Results for CCc1ccc(OCC(=O)NC(NC(=S)Nc2ccc(C)cc2C)C(Cl)(Cl)Cl)cc1 (stereo unspecified) ?
CHO-K1 Ca PAM: 10.3; M1 ag parental: 0.4; V1R ag counter: 1.1; GPR7 antag: -9.9; CHO parental Ca: -16.2; OXTR potentiator: -22.5; CHO-K1 Ca antag: -12.1; TAAR1 antagonist: -2.1; OXTR ag: 1.3

Screens deposited in PubChem by The Scripps Research Institute Molecular Screening Center.

An unsorted share of the library; overall some 3.5% were active at least once.
